GPR55 beta-arrestin – GPR55 agonists via beta-arrestin recruitment, primary screen, imaging, U2OS cells, beta-arrestin-GFP redistribution (AID 1961). activation, % at 10 µM; hits with a dose series show EC50 in µM. 290,000 compounds, 0.048% hits. U2OS GPR55 beta-arrestin-GFP redistribution imaging; higher % means a stronger effect;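 active = activation above 40% with more than 50 cells counted in the well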;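 also: U2OS osteosarcoma cells stably expressing GPR55 and beta-arrestin-GFP; plate controls were DMSO negative control for no effect and LPI positive control for full effect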
HIV fusion peptide – inhibitors of HIV fusion peptide binding, primary screen, biochemical, uHTS, fluorescence dequenching (AID 1986); cell-free peptide binding, fluorescence dequenching, 30 min; higher % means a stronger effect; one-dose inhibition, % at 20 µM; IC50 in µM for titrated hits; 290,000 compounds, 0.3% hits; in the data active = inhibition mostly above about 52%, no sharp cut-off; inactive = mostly below about 76%; also: some results filed as inactive read as strong as hits
NOD1 inhibition – inhibition of NOD1-driven NF-kB reporter – cell-based, luminescence, uHTS, primary screen (AID 1578); NOD1-driven NF-kB luciferase reporter cells, luminescence; higher % means a stronger effect; one-dose inhibition, % at 4 µM; EC50 in µM for titrated hits; 290,000 compounds, 1% hits; in the data active = inhibition mostly above about 36%, no sharp cut-off; inactive = mostly below about 34%;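 also: HEK-293T reporter cells stimulated with the NOD1 agonist gamma-tri-DAP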
GPR55 LPI antagonism – inhibition of LPI-stimulated GPR55 beta-arrestin translocation – imaging, U2OS, beta-arrestin-GFP, LPI agonist, primary screen (AID 2013) | inhibition, % at 10 µM; hits with a dose series show IC50 in µM | U2OS GPR55 beta-arrestin-GFP translocation imaging, LPI antagonism; higher % means a stronger effect | 290,000 compounds, 0.13% hits;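 active = spots per cell inhibited over 60%, with over 100 cells counted and total cytoplasm intensity under 500,000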;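 also: U2OS cells stably carrying GPR55 and arrestin-GFP stimulated by 5 µM LPI near EC80; imaged beta-arrestin-GFP aggregate spots per cell after agonist stimulation; plate controls were LPI-stimulated DMSO wells for no effect and DMSO wells without LPI for full effect; some results filed as inactive read as strong as hits; confirmed hits need IC50 under 10 µM and bright autofluorescent wells are also inconclusive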
KOR beta-arrestin-1 – KOR antagonists, beta-arrestin recruitment, cell-based, luminescence, uHTS (AID 1778) | inhibition, % at 10 µM, or IC50 in µM where a hit was titrated | KOR beta-arrestin recruitment, luminescence, antagonist mode; higher % means a stronger effect | 290,000 compounds, 0.091% hits; also: strong numbers were not always called active
KOR beta-arrestin-2 – KOR agonists, beta-arrestin recruitment, primary screen, cell-based, luminescence, uHTS (AID 1777) | activation, % at 10 µM; hits with a dose series show EC50 in µM | 280,000 compounds, 0.02% hits | KOR beta-arrestin recruitment, luminescence; higher % means a stronger effect; in the data active = activation above about 50%, passing the limit was not always enough; also: a part of the inactive calls stands beside numbers as strong as those of hits
MgcRacGAP inhibition – MgcRacGAP GTPase-activating activity inhibitors, confirmation, biochemical, ADP Hunter fluorescence; MgcRacGAP-stimulated Rac1 GTP hydrolysis, ADP Hunter fluorescence; higher % means a stronger effect; GST-tagged Rac1 F28L mutant substrate; one-dose inhibition, % at 30 µM; IC50 in µM for titrated hits; 340,000 compounds, 0.6% hits;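 active = first-screen hits whose inhibition reached a set limit at any dose in the follow-up dose series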;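 also: fluorescence reports GDP produced by GAP-driven GTP hydrolysis; strong numbers were not always called active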
SV40 large T antigen – SV40 large T antigen inhibitors, biochemical (AID 1903). SV40 large T antigen ATPase/helicase inhibition assay; higher % means a stronger effect. inhibition, % at 20 µM; hits with a dose series show IC50 in µM. 310,000 compounds, 0.39% hits; in the data active = a potency from the dose series; also: strong numbers were not always called active
NOD2 inhibition – NOD2 signaling inhibitors, cell-based, luminescence, uHTS, HEK293 (AID 1566). HEK293 NOD2/NF-kB luciferase reporter, luminescence; higher % means a stronger effect. inhibition, % at 4 µM, or EC50 in µM where a hit was titrated. 290,000 compounds, 0.63% hits; also: many of its hits are not listed in these tables
Starred values were filed as active, the others as inactive; . = no result given; [ ] = dose if it differs, or a comment. Rule as the data show it, unless noted: active = inhibition above about 50%; inactive = the rest.

SMILES	GPR55 beta-arrestin	HIV fusion peptide	NOD1 inhibition	GPR55 LPI antagonism	KOR beta-arrestin-1	KOR beta-arrestin-2	MgcRacGAP inhibition	SV40 large T antigen	NOD2 inhibition
CCOc1ccc(N(CC(=O)N2CC=C(c3ccccc3)CC2)S(=O)(=O)c2c(C)noc2C)cc1	-0.1%	-1.1%	3%	-15%	-31%	3.5%	3%	31%	-75%
CCCCC(=O)Nc1ccc(C(=O)NNC(=S)NC(=O)c2cccs2)cc1	-0.3%	8.9%	-17%	6%	-24%	-3.6%	5%	7%	21%
O=[N+]([O-])c1ccc(C2CN=C(Nc3ccccc3)S2)cc1 (configuration not stated)	-0.4%	0.1%	-28%	8%	24%	-6.0%	6%	0%	-41%
O=C(/C=C/c1c[nH]c2ccccc12)c1cccc2ccccc12	-0.5%	5.5%	-1%	4%	4%	4.2%	7%	2%	-50%
Cc1ccc2nc3c(cc(C(=O)NCCc4ccccc4)c(=N)n3CC3CCCO3)c(=O)n2c1 (configuration not stated)	-0.1%	1.8%	13%	11%	-13%	-1.4%	8%	4%	13%
COc1ccccc1N1CCN(/N=C\C(Br)=C\c2ccccc2)CC1	0.6%	-0.4%	32%	0%	-60%[20 µM]	0.1%	-3%	9%	-38%
COc1ccc(C(=O)c2c(C)oc3ccc(O)cc23)c(OC)c1	-0.2%	-1.6%	-5%	-5%	-3%	-1.1%	18%	8%	-11%
Cc1cccc(OC(=O)Cn2c(C(F)(F)F)nc3ccccc32)c1	0.2%	-4.0%	.	-1%	11%	-5.7%	9%	14%	6%
COC(=O)c1ccc(CSc2nnc(CNC(=O)c3ccccc3F)o2)o1	-0.2%	-2.2%	-11%	9%	-3%	4.8%	4%	16%	-1%
C=CCOc1ccc(C=Nc2ccc(C)c(Cl)c2)c(O)c1	0.0%	-0.8%	-25%	5%	13%	4.1%	2%	9%	9%
Cc1ccc(OCC(O)CN2CCN(CC(O)COc3ccc(C)cc3)CC2)cc1 (configuration not stated)	0.1%	-1.1%	1%	-1%	-23%	3.5%	-4%	23%	-2%
CC(=O)OC(C(=O)NC1CCCCC1)c1ccccc1F (configuration not stated)	-0.1%	0.0%	-33%	-5%	-15%	1.7%	1%	14%	2%
Cn1nccc1NS(=O)(=O)c1ccc(F)cc1	-0.2%	-2.5%	5%	2%	42%	.	8%	8%	1%
COc1ccccc1/C=C(/C(=O)OCC(=O)NCc1ccccc1)c1ccccc1	0.2%	-0.6%	-10%	3%	13%	-2.2%	10%	13%	3%
O=C(COc1cccc([N+](=O)[O-])c1)N/N=C/c1ccco1	0.0%	-1.1%	-11%	7%	-5%[20 µM]	-6.0%	1%	7%	7%
[N-]=[N+]=CC(=O)CNC(=O)[C@@H](Cc1ccccc1)N1C(=O)c2ccccc2C1=O	0.2%	-0.2%	14%	8%	-1%	15%	1%	8%	18%
Cc1c(Cl)cnc(NC(=O)COC(=O)c2ccc3ncsc3c2)c1Cl	0.4%	4.0%	-32%	0%	-20%	0.9%	12%	6%	-5%
O=C(COc1ccc(Cl)cc1)NCc1nnc(SCC(=O)N2CCCCCC2)o1	0.7%	-1.2%	2%	5%	-2%	-3.0%	-12%	5%	21%
CCOC(=O)CCCc1ccc(/C(C)=N/NC(=S)NC)cc1	-0.1%	-1.8%	-7%	6%	13%	-0.1%	11%	12%	4%
COCCNC(=O)CN1C(=O)CSc2ncccc21	0.0%	3.3%	-19%	-2%	23%	1.7%	5%	10%	10%

Arranged by value in SV40 large T antigen (highest first): 5 of the compounds above
SMILES	GPR55 beta-arrestin	HIV fusion peptide	NOD1 inhibition	GPR55 LPI antagonism	KOR beta-arrestin-1	KOR beta-arrestin-2	MgcRacGAP inhibition	SV40 large T antigen	NOD2 inhibition
COC(=O)c1ccc(CSc2nnc(CNC(=O)c3ccccc3F)o2)o1	-0.2%	-2.2%	-11%	9%	-3%	4.8%	4%	16%	-1%
Cc1cccc(OC(=O)Cn2c(C(F)(F)F)nc3ccccc32)c1	0.2%	-4.0%	.	-1%	11%	-5.7%	9%	14%	6%
COCCNC(=O)CN1C(=O)CSc2ncccc21	0.0%	3.3%	-19%	-2%	23%	1.7%	5%	10%	10%
CCCCC(=O)Nc1ccc(C(=O)NNC(=S)NC(=O)c2cccs2)cc1	-0.3%	8.9%	-17%	6%	-24%	-3.6%	5%	7%	21%
O=C(/C=C/c1c[nH]c2ccccc12)c1cccc2ccccc12	-0.5%	5.5%	-1%	4%	4%	4.2%	7%	2%	-50%

Carrying on:
SMILES	GPR55 beta-arrestin	HIV fusion peptide	NOD1 inhibition	GPR55 LPI antagonism	KOR beta-arrestin-1	KOR beta-arrestin-2	MgcRacGAP inhibition	SV40 large T antigen	NOD2 inhibition
COc1cc(C2OCC3C(c4cc(OC)c(OC)c(OC)c4)OCC23)cc(OC)c1OC (configuration not stated)	0.0%	-1.9%	3%	10%	22%	-5.3%	3%	5%	22%
COC(=O)c1ccc(C(=O)NC2CCCc3c2cnn3-c2ccc(C)c(C)c2)cc1 (configuration not stated)	0.7%	4.0%	32%	-19%	-70%	7.1%	7%	25%	-12%
COC(=O)CNC(=O)C(C)NC(=O)CNC(=O)OCc1ccccc1 (configuration not stated)	3.2%	-1.6%	10%	14%	-18%	3.1%	7%	3%	5%
CC(C)=CCCC(C)CN1CCC(n2nccc2NC(=O)c2cccnc2)CC1 (configuration not stated)	0.3%	1.3%	-28%	6%	-21%	9.7%	6%	4%	9%
Cc1ccc(C)c(SCC(=O)NCc2ccco2)c1	-0.1%	-2.0%	-4%	-2%	-13%	-0.4%	1%	-1%	-19%
Cc1cc(C)c(NC2=NS(=O)(=O)c3ccccc32)c(C)c1	-0.1%	4.3%	-14%	7%	-1%	1.9%	8%	11%	19%
O=C(Oc1ccc(OC(=O)c2ccco2)c(S(=O)(=O)c2ccc(Cl)cc2)c1)c1ccco1	0.0%	1.7%	-3%	16%	-5%	1.5%	6%	1%	1%
CC1CCN(C(=S)SCc2nc(N)nc(Nc3ccccc3)n2)CC1	-0.1%	1.3%	-6%	3%	-10%	5.6%	10%	8%	-14%
CCN1C(=O)CC(N2CCC(c3nc4ccccc4[nH]3)CC2)C1=O (configuration not stated)	-0.1%	-2.3%	-28%	-1%	-5%	-0.3%	2%	3%	-1%
CCOC(=O)N1CCN(CCC(=O)Nc2ccccc2OC)CC1	-0.2%	-0.6%	-38%	13%	-41%	-1.8%	-5%	-2%	0%
Cc1cc(C(C)(C)C)oc1C(=O)Nc1ccc(CC(=O)O)cc1	-0.2%	-2.1%	4%	7%	24%	1.5%	6%	15%	6%
CC(Sc1nc2ccccc2n1C)C(=O)NC(c1ccccc1)c1ccccc1 (configuration not stated)	-0.3%	0.8%	-2%	7%	-4%	3.3%	6%	0%	-8%
CCOC(=O)C=C(C(=O)OCC)C(=O)OCC	0.1%	2.2%	-34%	6%	-17%	-1.7%	-8%	-1%	-15%
CCC(C)n1c(SCc2ccccc2)nc2ccsc2c1=O (configuration not stated)	-0.2%	0.1%	10%	3%	15%	1.4%	5%	16%	15%
COc1cc(CC(=O)OCn2nnc3ccccc3c2=O)cc(OC)c1OC	1.0%	2.6%	-26%	-5%	3%	0.1%	8%	1%	-2%
O=C1CC(c2ccccc2)Sc2ccccc2N1 (configuration not stated)	-0.1%	0.5%	-19%	-5%	6%	.	14%	13%	-8%
Cc1ccc(NC(=S)N(Cc2ccc(Cl)cc2)Cc2ccc(C(=O)O)cc2)cc1Cl	1.1%	58%	6%	-2%	8%	3.8%	13%	2%	19%
O=C1c2ccccc2NC(c2ccccc2)N1/N=C/c1ccccc1 (configuration not stated)	-0.1%	3.3%	42%	-11%	14%	-3.2%	13%	0%	-71%
CCOC(=O)C(Sc1ncc(C#N)c(N)n1)C(C)C (configuration not stated)	0.3%	1.8%	6%	4%	-50%	1.8%	-7%	4%	12%
CS(=O)(=O)Nc1cccc(C2=NN(S(C)(=O)=O)C(c3ccccc3)C2)c1 (configuration not stated)	0.6%	-0.5%	4%	2%	-20%	3.6%	11%	10%	5%

Two neighbouring compounds from above, quoted:
SMILES	GPR55 beta-arrestin	HIV fusion peptide	NOD1 inhibition	GPR55 LPI antagonism	KOR beta-arrestin-1	KOR beta-arrestin-2	MgcRacGAP inhibition	SV40 large T antigen	NOD2 inhibition
CCOc1ccc(N(CC(=O)N2CC=C(c3ccccc3)CC2)S(=O)(=O)c2c(C)noc2C)cc1	-0.1%	-1.1%	3%	-15%	-31%	3.5%	3%	31%	-75%
CCCCC(=O)Nc1ccc(C(=O)NNC(=S)NC(=O)c2cccs2)cc1	-0.3%	8.9%	-17%	6%	-24%	-3.6%	5%	7%	21%

The listing continues.
SMILES	GPR55 beta-arrestin	HIV fusion peptide	NOD1 inhibition	GPR55 LPI antagonism	KOR beta-arrestin-1	KOR beta-arrestin-2	MgcRacGAP inhibition	SV40 large T antigen	NOD2 inhibition
CN(Cc1cnn(-c2ccccc2)c1)C(=O)C1CCC(=O)N(C2CC2)C1 (configuration not stated)	-0.1%	-0.2%	-23%	-7%	9%	-1.1%	8%	12%	7%
COc1ccc(NC2CCCN(C(=O)CCN3Cc4ccccc4C3=O)C2)cc1 (configuration not stated)	0.2%	0.8%	-4%	23%	-20%	1.6%	65µM*	34%	24%
Cc1ccc(N=Cc2cc(Cl)cc(Cl)c2O)nc1	0.5%	11%	3%	-24%	-13%	18%	5%	8%	3%
Cc1ccc(C)c2c1sc(=NC(=O)CN1C(=O)CCC1=O)n2C	-0.1%	-1.2%	1%	-9%	-28%	-5.6%	8%	6%	2%
COCCOC(=O)c1sc(=S)n(CCOC)c1N	-0.2%	-0.8%	-16%	-22%	-32%	6.3%	11%	29%	10%
Cc1cccn2cc(CCNS(=O)(=O)c3ccc4c(c3)OCCO4)nc12	0.5%	0.6%	-6%	4%	-11%	-1.5%	5%	7%	-1%
COCCN1C(=O)C(=O)/C(=C(/O)c2cccc(OC)c2)C1c1ccco1 (configuration not stated)	-0.1%	19%	1%	11%	-26%	0.7%	9%	16%	-6%
COc1ccc2nc(N/C(N)=N/C(=S)Nc3c(C)cccc3C)nc(C)c2c1	-0.9%	-0.5%	-6%	3%	-36%	1.2%	8%	10%	-22%
CCCCCCOC(=O)Cc1c(C)nc(N)[nH]c1=O	-0.1%	-1.3%	-7%	6%	7%	0.0%	7%	9%	6%
Cc1cc(C)cc(OCC(=O)OCC(=O)NCCC2=CCCCC2)c1	0.0%	1.6%	-37%	6%	6%	6.9%	1%	-1%	-4%

Some entries already given, reduced to MgcRacGAP inhibition, SV40 large T antigen and GPR55 beta-arrestin.
SMILES	MgcRacGAP inhibition	SV40 large T antigen	GPR55 beta-arrestin
Cc1cc(C(C)(C)C)oc1C(=O)Nc1ccc(CC(=O)O)cc1	6%	15%	-0.2%
O=[N+]([O-])c1ccc(C2CN=C(Nc3ccccc3)S2)cc1 (configuration not stated)	6%	0%	-0.4%
Cc1ccc2nc3c(cc(C(=O)NCCc4ccccc4)c(=N)n3CC3CCCO3)c(=O)n2c1 (configuration not stated)	8%	4%	-0.1%

An excerpt; the hit share may differ from the screen's.
